Screens as filed in PubChem.
MEKK3 PB1 HTS: MEKK3-MEK5 PB1 interaction, increase or decrease | Q99759 | bead-based flow cytometry, Alexa488-MEK5 binding to MEKK3; actives lie on both sides; 0 = blocked by unlabeled MEK5, 100 = vehicle | binding response (% of control), % at 10 µM | actives 1.4% (n = 290,000) | AID 1529;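 active means binding response more than 3 SD above or below the average of its plate-row segment, actives on both sides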;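 further: Alexa488 bead fluorescence after subtracting the streptavidin-only scavenger bead signal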
PHOSPHO1 inh: PHOSPHO1 (human) inhibition; AID 1565; inhibition, % at 13.3 µM; recombinant PHOSPHO1, absorbance phosphatase assay; actives 1.1% (n = 290,000); Q8TCT1; in the data active means inhibition above about 60%
Target sequence (Q8TCT1 whole entry, looked up): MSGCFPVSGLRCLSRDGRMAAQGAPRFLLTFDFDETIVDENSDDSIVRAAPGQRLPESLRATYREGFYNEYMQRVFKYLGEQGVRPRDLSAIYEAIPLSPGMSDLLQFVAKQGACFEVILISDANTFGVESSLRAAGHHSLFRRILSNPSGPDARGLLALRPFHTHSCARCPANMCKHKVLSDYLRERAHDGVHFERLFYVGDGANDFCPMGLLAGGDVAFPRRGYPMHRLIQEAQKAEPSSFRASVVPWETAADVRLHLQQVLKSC
GPR7 antagonist: human neuropeptides B/W receptor 1 antagonism; inhibition, % at 4.4 µM; actives 1.1% (n = 290,000); GPR7-expressing cells, fluorescence antagonist assay; P48145; in the data active means inhibition above about 16%, passing the limit was not always enough;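 further: cells stimulated with the agonist NPW; 0% = agonist with vehicle and 100% = vehicle without agonist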
Target sequence (P48145 whole entry, looked up): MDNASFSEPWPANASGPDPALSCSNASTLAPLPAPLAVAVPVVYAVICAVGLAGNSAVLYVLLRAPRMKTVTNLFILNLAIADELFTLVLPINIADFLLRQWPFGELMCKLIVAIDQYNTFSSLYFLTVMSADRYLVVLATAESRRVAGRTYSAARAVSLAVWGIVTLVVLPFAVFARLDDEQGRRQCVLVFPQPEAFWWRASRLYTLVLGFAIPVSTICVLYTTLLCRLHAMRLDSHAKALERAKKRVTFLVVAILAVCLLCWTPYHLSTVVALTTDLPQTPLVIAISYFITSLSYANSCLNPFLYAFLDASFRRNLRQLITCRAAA
DNA FID counter: fluorescent intercalator displacement, NS3 helicase counter-screen; DNA fluorescent intercalator displacement, fluorescence; inhibition, % at 7.9 µM; actives 0.17% (n = 290,000); in the data active means inhibition above about 37%;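 further: 0% = vehicle and 100% = reference compound; higher means more ethidium bromide displaced from hairpin DNA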
MEKK2 WT-MEK5: raises or lowers MEK5 binding to wildtype human MEKK2 PB1 domain | binding response (% of control), % at 10 µM | bead flow cytometry, Alexa488-MEK5 binding to MEKK2 WT; actives lie on both sides | Q9Y2U5 | AID 1531 | actives 1.1% (n = 290,000); in the data active means binding response below about 67% or above about 130%
NALP1 inh: inhibitors of NALP1 inflammasome in yeast; S. cerevisiae NALP1/ASC/caspase-1 growth, X-gal OD620, 72 h; inhibition, % at 10 µM; actives 0.61% (n = 280,000); AID 2071; in the data active means inhibition mostly above about 24%, no sharp cut-off; inactive means mostly below about 32%; further: some compounds called inactive have numbers as strong as hits
OXTR agonist: human OXTR agonism; P30559; CHO-OTR cells, Fluo-8 calcium fluorescence; normalized: DMSO 0%, oxytocin 100%; activation, % at 3 µM; actives 0.32% (n = 320,000);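 active means activation above the mean of all tested compounds plus 3 SD, cutoff set per screening run, cut at about 20% in these data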;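 further: peak over basal fluorescence ratio from a 100 s FLIPR kinetic read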
Target sequence (P30559 whole entry, looked up): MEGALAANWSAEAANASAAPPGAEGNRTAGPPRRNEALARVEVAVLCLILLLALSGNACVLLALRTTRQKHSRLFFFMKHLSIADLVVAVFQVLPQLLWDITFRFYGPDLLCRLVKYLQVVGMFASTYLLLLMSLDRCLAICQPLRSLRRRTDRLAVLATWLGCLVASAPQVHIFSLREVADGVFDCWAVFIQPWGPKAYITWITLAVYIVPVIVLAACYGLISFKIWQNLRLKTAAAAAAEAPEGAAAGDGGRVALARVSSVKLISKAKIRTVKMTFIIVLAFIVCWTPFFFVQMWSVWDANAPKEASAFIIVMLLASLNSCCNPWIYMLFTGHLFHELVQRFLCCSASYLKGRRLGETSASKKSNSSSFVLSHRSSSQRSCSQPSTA
M18AAP inhibitor: PfM18AAP enzyme inhibition; recombinant PfM18AAP, H-Glu-NHMec fluorogenic cleavage; inhibition, % at 7.35 µM; actives 1.2% (n = 290,000);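 active means inhibition above the campaign mean inhibition over all tested compounds plus 3 SD, cut at about 28% in these data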;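 further: 0% = plate median of test compound wells and 100% = 2 mM ZnCl2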
MEKK2mut PB1 HTS: signal of MEK5 binding to mutant human MEKK2 PB1 domain | bead flow cytometry, Alexa488-MEK5 binding to MEKK2 mutant | percent response, % at 10 µM | actives 0.35% (n = 290,000) | AID 1530; in the data active means percent response above about 24%, passing the limit was not always enough; further: inactives centre near 1; some results filed as inactive read as strong as hits; reference of the scale not given here
* hit, by the source's call; / = no result given.

SMILES | MEKK3 PB1 HTS | PHOSPHO1 inh | GPR7 antagonist | DNA FID counter | MEKK2 WT-MEK5 | NALP1 inh | OXTR agonist | M18AAP inhibitor | MEKK2mut PB1 HTS
Cc1cc(/C=C2/NC(=O)NC2=O)c(C)n1C | 99 | -19 | -6 | -1 | 97 | -6 | 0.0 | 0 | -2
N#CCN1CCC(c2cc(-c3ccco3)n[nH]2)CC1 | 94 | 24 | -7 | -1 | 82 | 16 | 0.4 | 3 | -13
CCN(CC(=O)Nc1ccc2c(c1)OC(F)(F)O2)Cc1nc2ccccc2c(=O)[nH]1 | 105 | 16 | 2 | 0 | 100 | 6 | 1.7 | 3 | 5
COc1ccc(NC(=O)Cn2c(=O)n(-c3ccccc3)c(=O)c3sccc32)c(OC)c1 | 96 | 27 | -14 | -4 | 98 | 0 | -1.3 | -3 | -2
O=C(c1ccco1)N1CCn2cccc2C1c1ccccc1 (stereo unspecified) | 90 | 48 | 5 | -13 | 87 | -4 | -2.6 | -8 | -11
O=Cc1c(N2CCN(c3cccc(Cl)c3)CC2)nc2ccccn2c1=O | 98 | 0 | -6 | -4 | 98 | 27 | 1.1 | 7 | 3
CCc1ccc(CNC(=O)CCCn2c(=O)c3cccn3c3cccnc32)cc1 | 100 | 27 | -7 | -40 | 101 | 7 | -1.7 | -6 | 3
O=C(CN1CCN(Cc2ccccc2)CC1)Nc1ccc(-n2cnnn2)cc1 | 100 | 39 | -13 | 7 | 100 | 2 | 0.0 | -2 | 0
O=C(CNCC1(N2CCOCC2)CCCCC1)Nc1ccc(Cl)cc1 | 96 | 23 | -11 | -5 | 102 | -9 | 0.9 | -1 | -3
Cn1nc(-c2ccccc2)c(COC(=O)c2cccc(Cl)c2)c1S(=O)(=O)c1ccccc1 | 82 | 2 | -5 | 0 | 83 | 12 | 0.1 | -12 | -12
CC(/C=C/c1ccccc1F)=N\NC(=O)C(C)C | 103 | 4 | -17 | 2 | 99 | 25 | 0.0 | 0 | 1
CCOC(=O)c1nnn(-c2ccc([N+](=O)[O-])cc2[N+](=O)[O-])c1C | 96 | 24 | -3 | 1 | 97 | -8 | 1.4 | 0 | -6
CCOC(=O)CC1=C(C(=O)OCC)C(c2cccs2)C(C#N)=C(N)O1 (stereo unspecified) | 105 | -7 | -2 | -17 | 101 | 24 | -1.3 | 0 | 1
Cc1onc(-c2ccccc2)c1C(=O)Nc1ccon1 | 102 | -13 | 4 | -15 | 102 | 6 | 0.1 | -2 | 5
Cc1ccc(-c2cnc(NC(=O)c3cccc(Br)c3)s2)c(C)c1 | 118 | 4 | 0 | 6 | 119 | -11 | 0.2 | -15 | 12
Cc1ccc(C)c(C(C)NC(=O)c2ccncc2)c1 (stereo unspecified) | 100 | 39 | -20 | 0 | 103 | 6 | 3.4 | 3 | 3
O=C(O)c1nccnc1C(=O)Nc1ccc(Cl)cc1Cl | 104 | 9 | -8 | 4 | 102 | 15 | -0.2 | -12 | 3
CC(C)c1ccc(CN(C(=O)C2COc3ccccc3O2)C2CCS(=O)(=O)C2)cc1 (stereo unspecified) | 105 | 17 | -4 | -30 | 98 | -3 | -2.4 | 1 | -6
Cc1nn(C)c(Nc2ccc(Br)cc2)c1Br | 101 | 53 | 8 | -2 | / | 12 | 5.2 | 6 | 271*
O=C(Nc1cccc(C(=O)O)c1)/C(=C\c1ccco1)NC(=O)c1ccccc1Cl | 101 | 42 | -3 | -5 | 94 | 0 | 0.6 | 8 | 0
COc1ccc(CN2CCCC(CO)(Cc3ccc(F)cc3)C2)cc1C (stereo unspecified) | 100 | 13 | -3 | 6 | 116 | 17 | 3.4 | 0 | 10
N/C(=N\N=C\c1cccs1)SC1CC(=O)N(c2ccc(Br)cc2)C1=O (stereo unspecified) | 105 | -4 | -6 | 1 | 92 | 4 | 1.0 | -8 | -11
Cc1n[nH]c(=S)n(/N=C/c2cccc([N+](=O)[O-])c2)c1=O | 102 | 12 | -5 | -4 | 102 | -12 | -1.0 | 6 | -2
Cc1cc(C)cc(NC(=O)CSc2nc(N)c(NC(=O)c3cccs3)c(=O)[nH]2)c1 | 110 | 6 | -4 | -3 | 100 | 21 | -1.2 | 6 | 8
Cc1ccc2c(c1)-c1c(cnn1CC(=O)N(CCC#N)c1ccccc1)CO2 | 105 | 0 | 3 | -31 | 106 | -18 | 1.1 | 7 | 6

Quoted from the listing (4 entries):
SMILES | MEKK3 PB1 HTS | PHOSPHO1 inh | GPR7 antagonist | DNA FID counter | MEKK2 WT-MEK5 | NALP1 inh | OXTR agonist | M18AAP inhibitor | MEKK2mut PB1 HTS
N/C(=N\N=C\c1cccs1)SC1CC(=O)N(c2ccc(Br)cc2)C1=O (stereo unspecified) | 105 | -4 | -6 | 1 | 92 | 4 | 1.0 | -8 | -11
Cc1n[nH]c(=S)n(/N=C/c2cccc([N+](=O)[O-])c2)c1=O | 102 | 12 | -5 | -4 | 102 | -12 | -1.0 | 6 | -2
Cc1cc(C)cc(NC(=O)CSc2nc(N)c(NC(=O)c3cccs3)c(=O)[nH]2)c1 | 110 | 6 | -4 | -3 | 100 | 21 | -1.2 | 6 | 8
Cc1ccc2c(c1)-c1c(cnn1CC(=O)N(CCC#N)c1ccccc1)CO2 | 105 | 0 | 3 | -31 | 106 | -18 | 1.1 | 7 | 6

Continued.
SMILES | MEKK3 PB1 HTS | PHOSPHO1 inh | GPR7 antagonist | DNA FID counter | MEKK2 WT-MEK5 | NALP1 inh | OXTR agonist | M18AAP inhibitor | MEKK2mut PB1 HTS
Cc1cc(OC(=O)c2cccs2)ccc1C(C)C | 104 | 0 | 11 | -4 | 101 | -4 | -2.0 | -1 | 3
CCN(CC)c1ccc(NC(=O)CN2CCN(CC(=O)Nc3ccccc3OC)CC2)cc1 | 105 | 46 | -23 | -12 | 104 | 10 | 1.0 | 7 | 4
Cc1c(NC(=O)/C(C#N)=C/c2cccs2)c(=O)n(-c2ccccc2)n1C | 100 | -7 | -6 | -10 | 101 | 20 | 0.3 | -3 | -2
S=C1N(c2ccccc2)CN(CCN2CCOCC2)CN1c1ccccc1 | 101 | 27 | -1 | -3 | 103 | / | 1.7 | 0 | 5
COc1cc(/C=C2/SC(=S)N(CC(=O)O)C2=O)ccc1OC(=O)c1ccco1 | 102 | 4 | -6 | -15 | 95 | -32 | 0.9 | 11 | 2
Cc1ccc(C)c2sc(NC(=O)C3CC3)nc12 | 103 | 0 | 0 | -10 | 103 | 0 | -2.5 | 3 | 4
CCn1c(=O)c2cc(C(=O)N(C)c3ccccc3F)sc2c2ccccc21 | 102 | 19 | -9 | -5 | 96 | 0 | -2.4 | 0 | -1
Cc1ccc(C)c(OCc2nnc(SCC(=O)NC(=O)NCc3ccco3)o2)c1 | 107 | -22 | -13 | -20 | 98 | 7 | -0.7 | 7 | 7
c1ccc2c(c1)nc(N1CCOCC1)c1ccccc12 | 97 | 34 | 0 | -22 | 99 | -14 | -2.4 | 1 | 0
COC(=O)c1cnn(-c2ccccc2)c1-n1cccc1C=O | 94 | -4 | 3 | 7 | 91 | -10 | 0.9 | -1 | -10
CC(=O)NC(Cc1c[nH]c2ccccc12)C(=O)Nc1ccc2c(c1)OCO2 (stereo unspecified) | 95 | -7 | -12 | 0 | 97 | -18 | 1.3 | -2 | -4
O=S(=O)(/N=S1/CC=CCN1S(=O)(=O)c1ccccc1)c1ccccc1 (stereo unspecified) | 105 | 37 | -10 | -2 | 107 | 8 | 29* | 17 | 9
O=c1[nH]c(C2CCN(S(=O)(=O)/C=C/c3ccccc3)CC2)nc2c1nnn2Cc1ccccc1 | 100 | 49 | 2 | -40 | 93 | 8 | 1.2 | -6 | -4
CCOc1ccc(C(C)=O)cc1CSc1nnc(-c2ccncc2)n1CCOC | 97 | -32 | -16 | -23 | 98 | 5 | -0.7 | 3 | 0
COC(=O)/C=C/c1ccc(OC(=O)OC)c(OC(=O)OC)c1 | 99 | 1 | -18 | 1 | 114 | 17 | -0.7 | 75* | 12
Cc1ccc(NC2(c3nnnn3-c3c(C)cccc3C)CCCCC2)cc1 | 101 | -17 | -3 | -21 | 106 | 13 | -2.1 | -2 | -2
COC(=O)CSc1ccnc2cc(Cl)ccc12 | 89 | 32 | -4 | -9 | 92 | / | -0.3 | 4 | -21
Fc1ccc(C2N(c3ccccc3)C(=S)N3CCCN23)cc1 (stereo unspecified) | 103 | -1 | -8 | -7 | 106 | / | -3.4 | -4 | -7
CCCCN(CCCC)CC(O)COc1ccccc1C(=O)Nc1ccccc1 (stereo unspecified) | 106 | 13 | 20* | 23 | 116 | 5 | -0.2 | 2 | 7
CC(CNc1ccccc1O)C(=O)O (stereo unspecified) | 99 | -9 | -5 | -6 | 100 | 36 | 0.2 | 15 | -2
CC(Sc1nnc(CNc2cccc3ccccc23)n1-c1ccccc1)C(=O)N/N=C/c1ccco1 (stereo unspecified) | 105 | -77 | -7 | -15 | 110 | 21 | -0.5 | 2 | 8
Cc1noc(C)c1S(=O)(=O)NCc1ccc2c(c1)OCO2 | 106 | 0 | / | / | 99 | -4 | 0.2 | / | -1
CCOc1cc(NC(=S)Nc2ccc(Cl)cc2)c(OCC)cc1NC(C)=O | 99 | -125 | 2 | -1 | 104 | -6 | 0.2 | 31* | -5
CC(C)(C)C(=O)Nc1cc(S(=O)(=O)N2CCCCC2)ccc1N1CCCCC1 | 96 | -24 | -15 | -28 | 91 | -2 | -2.2 | 0 | -4
CCN1CCN(CC(=O)Nc2ccc(C(C)=O)cc2)CC1 | 92 | 3 | 8 | 10 | 93 | 23 | 2.8 | 7 | 7
Carrying on.
SMILES | MEKK3 PB1 HTS | PHOSPHO1 inh | GPR7 antagonist | DNA FID counter | MEKK2 WT-MEK5 | NALP1 inh | OXTR agonist | M18AAP inhibitor | MEKK2mut PB1 HTS
COc1ccccc1C(=O)NCCC(=O)N1CC(=O)Nc2ccccc21 | 95 | 12 | 18 | -4 | 97 | 13 | 0.0 | -6 | -1
O=C(Nc1nnc(Cc2c[nH]c3ccccc23)s1)c1ccc(Cl)cc1Cl | 96 | -1 | -1 | -11 | 93 | 27 | 1.6 | 1 | -2
COc1ccc(N(C(=O)c2cnccn2)C(C(=O)NC2CCCCC2)c2ccc(Cl)cc2)cc1 (stereo unspecified) | 105 | / | -2 | 2 | 109 | / | 0.6 | -6 | 3
O=C(Nc1ccc(N2CCCC2)cc1)c1ccc(Cl)cc1Cl | 102 | -7 | -4 | 2 | 109 | 0 | 0.3 | 27 | 5
Fc1cccc(/C=N/Nc2cc(N3CCOCC3)ncn2)c1 | 96 | -13 | -15 | -16 | 103 | 9 | -1.3 | 7 | 3
CC(C)OC(=O)c1c(NC(=O)c2ccco2)sc2c1CCCC2 | 113 | -45 | -6 | -1 | 96 | 7 | 0.6 | -7 | 2
Cc1csc(NC(=O)CSc2nnc(-c3ccco3)n2C)n1 | 102 | 24 | -10 | -3 | 106 | 23 | -0.6 | 1 | 1
Cc1oc(-c2ccccc2F)nc1CS(=O)(=O)CC(=O)NCCN(C)C1CCCCC1 | / | 11 | 11 | 13 | / | 5 | -1.7 | 1 | /
Cc1cccc2cc(CN(Cc3ccco3)C(=O)Nc3cccc(C#N)c3)c(Cl)nc12 | 100 | 16 | 27* | -13 | 96 | -6 | -0.6 | -1 | -2
Cc1cccc(NC(=O)CSc2nnc(C3CC3)n2CC2CCCO2)c1C (stereo unspecified) | 101 | 24 | -7 | -12 | 102 | 14 | -0.1 | -8 | 2
COc1ccc(S(=O)(=O)N(CC(=O)NCc2ccco2)C2CCCCC2)cc1OC | 96 | -34 | -4 | -21 | 97 | 1 | -1.6 | 10 | -5
Cn1c(N)c(C(=O)COC(=O)C2(c3ccc(F)cc3)CCCC2)c(=O)n(C)c1=O | 99 | 38 | -4 | -8 | 99 | 18 | 1.8 | -5 | 1
COc1ccc(-c2noc(CN(C(=O)c3ccc(OC(C)=O)cc3)C(C)C)n2)cc1OC | 101 | -3 | -5 | -42 | 103 | 3 | 1.0 | -8 | 11
CCOC(=O)C(C(C)C)C(N)Cc1ccc(F)cc1 (stereo unspecified) | 109 | -1 | -5 | -2 | 104 | 12 | -0.5 | 4 | -6
Cc1ncc(CCl)c2c1OC(C)(C)OC2 | 110 | 8 | 0 | 5 | 100 | 11 | 1.4 | 0 | 9
